# MEKK3 PB1 HTS = modulators of MEKK3-MEK5 PB1 binding, primary screen, biochemical, wildtype MEKK3, multiplex bead flow cytometry, Alexa488-MEK5; Mitogen-activated protein kinase kinase kinase 3 (Homo sapiens), Q99759; bead-based flow cytometry, Alexa488-MEK5 binding to MEKK3; actives lie on both sides; 0 = blocked by unlabeled MEK5, 100 = vehicle; binding response (% of control), % at 10 µM; actives 1.4% (n = 290,000); AID 1529, 2009;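 active means binding response more than 3 SD above or below the average of its plate-row segment, actives on both sides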;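 further: Alexa488 bead fluorescence after subtracting the streptavidin-only scavenger bead signal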
# Target sequence (Q99759 whole entry, looked up): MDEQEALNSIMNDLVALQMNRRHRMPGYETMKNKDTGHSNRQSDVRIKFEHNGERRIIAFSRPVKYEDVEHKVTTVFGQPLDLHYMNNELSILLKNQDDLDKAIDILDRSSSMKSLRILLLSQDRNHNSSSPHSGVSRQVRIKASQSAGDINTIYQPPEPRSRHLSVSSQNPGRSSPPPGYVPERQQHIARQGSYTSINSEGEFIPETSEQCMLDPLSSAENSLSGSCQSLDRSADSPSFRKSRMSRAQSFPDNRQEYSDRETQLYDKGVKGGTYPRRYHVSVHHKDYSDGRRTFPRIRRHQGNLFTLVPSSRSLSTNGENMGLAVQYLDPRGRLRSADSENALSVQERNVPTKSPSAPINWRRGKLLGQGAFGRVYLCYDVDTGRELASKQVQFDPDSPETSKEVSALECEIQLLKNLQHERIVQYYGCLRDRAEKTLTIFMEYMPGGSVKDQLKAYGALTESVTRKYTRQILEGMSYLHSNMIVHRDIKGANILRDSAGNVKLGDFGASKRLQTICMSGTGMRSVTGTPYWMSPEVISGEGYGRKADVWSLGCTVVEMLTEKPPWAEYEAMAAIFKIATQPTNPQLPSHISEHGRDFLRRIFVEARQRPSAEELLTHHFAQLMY
# IMP-1 inhibitor = IMP-1 metallo-beta-lactamase inhibitors, primary screen, biochemical, epi-absorbance readout, Pseudomonas aeruginosa enzyme | inhibition, % at 5.6 µM | purified IMP-1, nitrocefin hydrolysis, epi-absorbance fluorescence | actives 0.45% (n = 290,000);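 active means inhibition above the mean plus 3 SD of all compounds in the same screening run, cut at about 4.5% in these data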;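 further: 0% = IMP-1 with DMSO and 100% = DMSO wells lacking enzyme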
#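 System: purified IMP-1; amount: IMP-1 0.2 nM before substrate addition; compound: single dose, 5.6 µM; times: 25 °C, 15 min preincubation, 25 min reaction; signal: Epi-absorbance via hydrolysed-nitrocefin quenching of white-plate fluorescence, 480/530 nm, EDTA stop; benchmarks: DMSO with and without IMP-1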
# HCV NS3 hel inh = inhibitors of HCV NS3 helicase, primary screen, biochemical, Cy5 molecular beacon fluorescence; NS3 helicase DNA unwinding; actives 0.56% (n = 290,000); inhibition, % at 10.9 µM;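 active means inhibition above the mean of all tested compounds plus 3 SD, set per campaign, cut at about 35% in these data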;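 further: 0% = DMSO wells and 100% = thioflavine S control wells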
#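 assay system = NS3 helicase fragment of HCV | buffer or medium = MOPS pH 6.5, MgCl2, DTT, Tween20, BSA | timing = 60 min unwinding reaction at 25 °C after ATP addition | signal = Cy5 beacon fluorescence read at start and 1 h | read-out basis = % inhibition of unwinding | control set = low DMSO, high thioflavine S at 110 µM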
# pCIP destab = p/CIP-EGFP fusion destabilizers, primary screen, fluorescence, F442A cells; decrease of EGFP signal, % at 10 µM; actives 0.01% (n = 290,000); Q05BA5; 16 h;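 active means EGFP signal decrease of at least 30% at 10 µM or well 3 SD below plate mean, unless failing retest; inactive means the rest, including hits failing retest or dose response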; further: some compounds called inactive have numbers as strong as hits; many of its hits are not listed in these tables
# PHOSPHO1 block = PubChem AID 1565. recombinant PHOSPHO1, absorbance phosphatase assay. Phosphoethanolamine/phosphocholine phosphatase (Homo sapiens), Q8TCT1. inhibition, % at 13.3 µM. actives 1.1% (n = 290,000); in the data active means inhibition above about 60%
# Target sequence (Q8TCT1 whole entry, looked up): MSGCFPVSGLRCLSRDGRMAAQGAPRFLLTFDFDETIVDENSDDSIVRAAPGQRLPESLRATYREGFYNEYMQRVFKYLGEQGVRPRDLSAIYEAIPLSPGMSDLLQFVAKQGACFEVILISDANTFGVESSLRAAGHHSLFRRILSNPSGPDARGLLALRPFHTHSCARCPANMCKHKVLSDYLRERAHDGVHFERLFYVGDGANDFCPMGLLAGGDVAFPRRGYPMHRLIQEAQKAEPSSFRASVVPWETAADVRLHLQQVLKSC
# DNA FID counter = compounds displacing fluorescent DNA intercalator, primary screen, artefact control for HCV NS3 helicase inhibitor project, biochemical, FID fluorescence; DNA fluorescent intercalator displacement; inhibition, % at 7.9 µM; actives 0.17% (n = 290,000); AID 1845, 2009; in the data active means inhibition above about 37%;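 further: 0% = vehicle and 100% = reference compound; higher means more ethidium bromide displaced from hairpin DNA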
# UBC9 SUMO inh = inhibitors of in vitro SUMOylation cascade, primary screen, biochemical, HTRF, uHTS | SUMO-conjugating enzyme UBC9 (Homo sapiens), P63279 | HTRF SUMOylation assay, SAE1/SAE2 + UBC9 | inhibition, % at 35 µM | actives 0.36% (n = 290,000) | AID 2006, 2009; in the data active means inhibition above about 50%, passing the limit was not always enough; further: strong numbers were not always called active
# Target sequence (P63279 whole entry, looked up): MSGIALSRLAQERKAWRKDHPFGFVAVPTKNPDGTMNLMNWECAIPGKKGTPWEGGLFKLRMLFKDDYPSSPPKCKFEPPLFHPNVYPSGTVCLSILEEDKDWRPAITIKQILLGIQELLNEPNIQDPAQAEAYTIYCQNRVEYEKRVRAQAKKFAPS
# IDE act = human IDE activators in live cells, primary screen, fluorescence polarization, HEK cells, FAbeta-B substrate | actives 0.073% (n = 340,000) | FAbeta-B cleavage; 0% vehicle, 100% cell-free pure enzyme wells | activation, % at 5.96 µM;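 active means activation above the mean of all tested compounds plus 3 SD, set per screening campaign, cut at about 17% in these data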
# VIM-2 inhibitor = VIM-2 metallo-beta-lactamase inhibitors, primary screen, biochemical, epi-absorbance readout, Pseudomonas aeruginosa enzyme. purified VIM-2, nitrocefin hydrolysis, epi-absorbance fluorescence. inhibition, % at 5.6 µM. actives 0.89% (n = 290,000). AID 1527, 2009;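 active means inhibition above the mean of all tested compounds plus 3 SD, cutoff set per screening run, cut at about 7.5% in these data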;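 further: red hydrolysis product quenches plate fluorescence so inhibitors raise well fluorescence; 0% = enzyme with DMSO and 100% = DMSO without enzyme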
# Starred values were filed as active, the others as inactive; nt = not tested or not shown; [ ] = dose if it differs, or a comment.
# Values run as follows: MEKK3 PB1 HTS, IMP-1 inhibitor, HCV NS3 hel inh, pCIP destab, PHOSPHO1 block, DNA FID counter, UBC9 SUMO inh, IDE act, VIM-2 inhibitor
- CCn1c(CC(=O)Nc2ccccc2OC)nnc1SCC(=O)Nc1ccccc1F
    107, -3.7, -10, 5, -8, -18, 3, -3, -3.6
- CCc1ccc(S(=O)(=O)Nc2cccc(C3OCCCO3)c2)cc1
    100, -0.7, -2, 6, -13, -16, 5, nt, -0.3
- CC(C)C(=O)Nc1ccc(C(=O)NNC(=S)NC(=O)c2ccco2)cc1
    87, 1.4, -3, -9, -158, -8, 5, -2, -0.6
- COCCn1c(SCC(=O)Nc2cc(C)on2)nc2ccccc21
    113, -4.4, 4, 6, 11, -16, 22, 8, -2.4
- Cc1cc(=O)[nH]c(SCC(=O)Nc2cc(S(=O)(=O)N3CCCC3)ccc2Cl)n1
    99, -1.7, 2, 3, -8, -16, 12, 10, -1.8
- O=C(CSc1nnc(CNc2ccc(F)cc2)n1Cc1ccccc1)N1CCOCC1
    102, -3.0, -1, -4, 37, -31, 7, -3, -2.3
- Cc1ccc(N2CC(C(=O)Nc3nnc(C(C)C)s3)CC2=O)cc1 (stereo not given)
    105, -0.8, 5, -1, 6, -1, 9, 2, -2.2
- CCOc1ccc(N2C(=O)c3ccc(C(=O)OCc4c(C)noc4C)cc3C2=O)cc1
    112, -3.1, -8, 8, -6, 2, -12, 1, -1.9
- COc1ccc(N(CC(=O)NC2CC3CCC2C3)S(=O)(=O)c2ccc(C)cc2)cc1OC (stereo not given)
    104, -4.4, -3, -5, 18, -37, -1, 3, -3.2
- Cc1ccc(CCC(=O)Nc2ccc(C#N)cc2)o1
    102, -4.3, 1, 0, 38, -4, 5, -4, -1.7
- N#CCn1nnc(-c2ccc3c(c2)OCO3)n1
    99, -1.1, 8, -4, 15, -2, 7, 2, -2.8
- Cc1cccc(NC(=O)[C@H](Cc2ccccc2)NC(=O)[C@@H]2Cc3ccccc3CN2)c1
    102, -1.6, -15, 5, -4, 6, 0, 3, -3.6
- Clc1cc2c(nn1)Nc1ccccc1S2
    104, -1.9, 11, -10, 43, -1, 17, 6, -2.2
- CCOCC(=O)Nc1ccccc1C(=O)OCC
    102, -1.6, -2, -2, -8, -3, 2, 7, -0.4
- COC(=O)C1=C(C)Nc2nnnn2C1c1ccco1 (stereo not given)
    99, -4.2, 0, 0, 10, 1, 8, -3, -3.0
- COc1cc2nc(-c3ccccc3C)oc(=O)c2cc1OC
    107, -3.2, 4, 5, 40, -16, -1, -1, -1.0
- COc1ccc(C(=O)NC(=O)CSc2nnc(-c3ccco3)n2-c2ccccc2)cc1
    nt, -2.9, -1, 0, 39, -5, 0, 3, -2.7
- O=C(Cc1ccc(F)cc1)Nc1nc(-c2ccc(F)cc2)cs1
    101, -0.8, -7, -24, 20, -2, 22, -2, 0.9
- NC(=O)c1ccc(NC(=O)C2CCCO2)cc1 (stereo not given)
    95, -1.0, 0, -11, 26, -2, 27, 4, -4.1
- O=c1[nH]c(SCc2cccc(F)c2)nc2ccccc12
    101, -2.8, 0, -12, -3, -8, 23, 2, -1.0
- CC(Sc1nc2ccccc2o1)C(=O)O (stereo not given)
    -3.0*[inhibitor], -1.1, 1, -7, 76*, -2, 7, 3, -2.9
- CN(c1ccccc1)c1nc(N)c([N+](=O)[O-])c(NC2CCCCC2)n1
    107, -3.4, -13, -12, 48, -9, -5, 3, -4.5
- CC(C)c1nnc(NC(=O)CS(=O)(=O)c2ccccc2)s1
    100, -4.3, 1, 12, 14, -8, 4, 5, 0.3
- CC1CCN(C(=O)N2c3ccccc3Sc3ccccc32)CC1
    103, -0.5, 8, -4, -3, -8, -16, -6, -0.5
- CC(C)C[C@@H](CO)N1CCN(Cc2ccc(Br)cc2)CCC1=O
    104, -2.5, 10, -1, 15, -34, 1, 6, -0.7
- O=S(=O)(Nc1cccc2ccccc12)c1ccccc1F
    99, -1.3, -2, -19, 24, -6, 7, 6, -1.7
- Cc1ccc2[nH]c3c(=O)n(N)c(C)nc3c2c1
    101, -1.8, 2, -14, 32, 6, 17, nt, -1.3
- CC(NC(=O)C(C)N1C(=O)C2C3CC(C(Br)C3Br)C2C1=O)c1ccccc1 (stereo not given)
    98, -2.5, -5, 5, -5, -9, 4, 4, -3.1
- O=C(C1CCCCC1)N1CCc2ccccc21
    101, -1.5, 0, 4, 14, -8, 14, -1, -1.6
- Cc1cc(Cl)c(OCCN2C(=O)NC(C)(C)C2=O)c(Br)c1
    97, -1.5, -3, -3, 16, -7, 15, -2, -1.0

# Printed as active in PHOSPHO1 block, among the entries above:
canonical_smiles | MEKK3 PB1 HTS | IMP-1 inhibitor | HCV NS3 hel inh | pCIP destab | PHOSPHO1 block | UBC9 SUMO inh | IDE act | VIM-2 inhibitor
CC(Sc1nc2ccccc2o1)C(=O)O (stereo not given) | -3.0*[inhibitor] | -1.1 | 1 | -7 | 76* | 7 | 3 | -2.9

# Additional compounds:
# Values run as follows: MEKK3 PB1 HTS, IMP-1 inhibitor, HCV NS3 hel inh, pCIP destab, PHOSPHO1 block, DNA FID counter, UBC9 SUMO inh, IDE act, VIM-2 inhibitor
- CCCCCCCn1c(=N)n(CC(=O)c2ccco2)c2ccccc21
    97, -2.7, -13, -4, 11, 8, 10, -4, 18*
- CC1(C)CC(=O)C(N=Nc2ccc(F)cc2)=C(O)C1
    99, -1.0, -4, -2, 39, -3, 17, 4, -0.8
- C=CCn1c2ccccc2c(=O)c2cc(C#Cc3ccsc3)ccc21
    100, 0.8, 17, -2, -13, -6, 32, nt, -0.7
- C=CCn1c(SCCNC(C)=O)nc2cc(-c3ccccc3)sc2c1=O
    103, -0.2, 1, -8, 6, -15, 8, -5, 3.4
- CCn1c(=O)c2c(nc(SCC(=O)NCC3CCCO3)n2C)n(C)c1=O (stereo not given)
    102, -0.3, 1, 1, 10, 1, 3, 6, -0.8
- COc1ccccc1NC(=O)c1ccccc1-c1ccccc1C(=O)O
    102, -1.7, 22, -10, 24, -15, -2, 2, -3.5
- O=C(COC(=O)c1ccc2c(c1Cl)C(=O)c1ccccc1C2=O)NC1CCCCC1
    108, -4.5, 9, -2, -12, 4, 24, 4, -1.1
- COc1cccc(CNC(=O)c2ccc(Cl)c(NC3=NC4CS(=O)(=O)CC4S3)c2)c1 (stereo not given)
    104, -2.6, 0, 3, 42, -6, -4, -6, -0.1
- O=C(OCC(=O)N1CCOCC1)c1ccccc1O
    99, -1.9, 2, -10, 39, 0, 2, 3, -1.2
- O=C(Nc1cc([N+](=O)[O-])ccc1N1CCOCC1)c1cccs1
    99, -2.6, -6, 1, 25, 4, 1, -1, -1.4
- COc1ccc(NC(=O)CS(=O)c2ccc(Cl)c(Cl)c2)cc1 (stereo not given)
    91, 1.5, 0, 7, 19, -12, 11, -2, 2.0
- CCOc1ccc(C(=O)Nc2c3c(nn2-c2ccc(C)cc2)CS(=O)C3)cc1OCC (stereo not given)
    115, -1.7, 14, -9, -2, -29, 3, 3, -4.7
- CCOC(=O)C1=C(C)N=C2SC(C)C(=O)N2C1c1ccccc1 (stereo not given)
    100, -5.0, 2, -5, 37, -18, 13, -3, -1.9
- CCOC(=O)Cn1c(CN2CCOCC2)nc2c1c(=O)[nH]c(=O)n2C
    105, -3.4, 2, 1, 2, 0, -1, 1, -2.5
- CCn1nnnc1SCC(=O)N1c2ccccc2CCc2ccccc21
    100, -0.4, -7, -4, 14, -20, -8, 3, 0.1
- O=C(CNC(=O)c1ccc(F)cc1)N/N=C/c1cc(Br)ccc1OC(=O)/C=C/c1ccco1
    76, -0.5, 6, 3, 15, -3, 31, -2, -2.0
- CS(=O)(=O)N1CCN(c2ccccc2NC(=O)CSc2nnc(-c3ccco3)o2)CC1
    88, -2.2, -4, -2, 1, -5, 4, -1, -2.9
- O=C(N=Nc1c(O)[nH]c2ccccc12)c1cccc(S(=O)(=O)Nc2ccccc2Cl)c1
    106, -2.7, 2, -1, 42, 0, 21, -4, -1.7
- O=C1CC(N2CCN(c3ccccc3Cl)CC2)C(=O)N1c1ccc(F)cc1 (stereo not given)
    100, -0.9, -1, -3, -15, -10, 6, 4, 0.6
- COc1ccccc1CNC(=O)C1CCC(CNS(=O)(=O)c2cccc3cccnc23)CC1 (stereo not given)
    105, -2.0, 3, 0, 44, -41, 1, 4, -0.8
- COc1ccc(C2C=C(c3ccc(C)cc3)Nc3ncnn32)cc1 (stereo not given)
    nt, 0.9, -2, -3, 24, -17, 15, -3, 0.8
- Cc1c(C)c2c(OCC(=O)NCC(O)c3ccccc3)cc3c(c2oc1=O)CCC(C)(C)O3 (stereo not given)
    102, -2.5, 0, -11, -2, -21, 25, 3, 2.8
- CCOc1ccccc1OCCCC(=O)Nc1sccc1C(N)=O
    151*, -3.6, -3, -13, -11, -12, 17, 3, -2.9
- COc1ccccc1NCC(=O)N/N=C/c1sccc1C
    105, -1.2, -1, -19, -1, -9, 12, -3, -2.1
- COc1ccc(S(=O)(=O)N2CCC(C(=O)Nc3cccc(C(C)=O)c3)CC2)cc1C
    104, -1.8, -2, -2, 5, -12, -3, -4, -0.4

# Filtered by structure, those above with a COOH group
# Values run as follows: MEKK3 PB1 HTS, IMP-1 inhibitor, HCV NS3 hel inh, pCIP destab, PHOSPHO1 block, DNA FID counter, UBC9 SUMO inh, IDE act, VIM-2 inhibitor
- CC(Sc1nc2ccccc2o1)C(=O)O (stereo not given)
    -3.0*[inhibitor], -1.1, 1, -7, 76*, -2, 7, 3, -2.9
- COc1ccccc1NC(=O)c1ccccc1-c1ccccc1C(=O)O
    102, -1.7, 22, -10, 24, -15, -2, 2, -3.5

# Arranged by number of heavy atoms (falling): 3 of the compounds above.
# Values run as follows: MEKK3 PB1 HTS, IMP-1 inhibitor, HCV NS3 hel inh, pCIP destab, PHOSPHO1 block, DNA FID counter, UBC9 SUMO inh, IDE act, VIM-2 inhibitor
- CS(=O)(=O)N1CCN(c2ccccc2NC(=O)CSc2nnc(-c3ccco3)o2)CC1
    88, -2.2, -4, -2, 1, -5, 4, -1, -2.9
- COc1ccc(S(=O)(=O)N2CCC(C(=O)Nc3cccc(C(C)=O)c3)CC2)cc1C
    104, -1.8, -2, -2, 5, -12, -3, -4, -0.4
- CCn1nnnc1SCC(=O)N1c2ccccc2CCc2ccccc21
    100, -0.4, -7, -4, 14, -20, -8, 3, 0.1

# Bioassay records: PubChem BioAssay, several laboratories

# An excerpt (hit frequency here may not be typical).
